# Assay outcomes as filed in PubChem.
# PolyA inh: blocks polyadenylation in yeast reporter cells; S. cerevisiae SKY197-pL101 polyadenylation reporter, beta-gal luminescence; efflux-impaired pdr1/pdr3 knockout yeast; score 100 = 6 SD above DMSO; calls only at 12 µM; 300,000 compounds, 0.02% hits;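 active = lowest replicate activity score at least 50, where 100 means six control SD above control mean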;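 also: yeast exposed to compound for 9 h at 30 °C; higher score means more reporter readthrough which indicates perturbed polyadenylation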
# aSyn UTR inh: 5' untranslated region of α-synuclein, MLPCN primary screen. alpha-synuclein 5'UTR reporter, inhibitor activity. inhibition, % (tested at 7.5 µM). 300,000 compounds, 0.82% hits; in the data active = inhibition above about 60%;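 also: H4 neuroglioblastoma cells stably carrying SNCA 5'UTR luciferase fusion; 0% = DMSO wells and 100% = positive control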
# GSK3beta inhib: inhibitors of human GSK3beta kinase; AID 2097; 300,000 compounds, 0.038% hits; GST-GSK3beta kinase, ADP-Glo luminescence, 60 min; stronger effect = lower value; activity score (negative = inhibition), % at 10 µM;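 active = more than half of replicate wells score below -50%, meaning over 50% inhibition versus plate controls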;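 also: 0% = median DMSO wells and -100% = median GW8510 positive control wells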
# Target sequence (P49841 whole entry, looked up): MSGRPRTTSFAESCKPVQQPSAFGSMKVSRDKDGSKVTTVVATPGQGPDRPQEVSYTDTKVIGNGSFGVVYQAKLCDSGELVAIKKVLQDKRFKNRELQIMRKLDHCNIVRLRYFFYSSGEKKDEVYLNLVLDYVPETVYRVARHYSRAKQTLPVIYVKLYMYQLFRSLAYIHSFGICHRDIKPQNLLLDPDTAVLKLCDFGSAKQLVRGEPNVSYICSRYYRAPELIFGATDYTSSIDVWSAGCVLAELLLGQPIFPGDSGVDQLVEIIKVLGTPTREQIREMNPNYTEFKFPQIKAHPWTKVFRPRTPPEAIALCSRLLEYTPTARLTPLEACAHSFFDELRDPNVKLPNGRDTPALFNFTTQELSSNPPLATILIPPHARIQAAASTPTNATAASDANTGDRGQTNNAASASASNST
#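 test system = GST-tagged human GSK3beta kinase, cell-free | reagent = 25 µM ATP with peptide substrate | dosing = one dose of 10 µM per compound | schedule = 60 min reaction, RT | detection = luminescent ADP-Glo measurement of ADP formed | control set = DMSO neutral wells and GW8510 at 20 µM as positive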
# HSP90 refold inh: blocks HSP90-mediated luciferase refolding in reticulocyte lysate; 290,000 compounds, 0.91% hits; Rabbit reticulocyte lysate, luciferase refolding luminescence, 3 h; inhibition, % at 5.6 µM;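 active = inhibition above the screen-wide mean plus 3 SD, computed separately per campaign, cut at about 16% in these data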;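 also: 0% = DMSO wells and 100% = 60 µM geldanamycin wells; inhibitors lower the luminescence because luciferase stays unfolded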
# KLF5 inhibitor: inhibitors of KLF5 expression. DLD-1 KLF5 promoter-luciferase reporter, luminescence. inhibition, % at 5 µM. 290,000 compounds, 0.23% hits. AID 1700;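 active = inhibition above a per-plate limit of that plate's mean compound inhibition plus 3 SD, cut at about 60% in these data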;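 also: 0% = DMSO wells and 100% = LY294002 at 200 µM; higher means less KLF5 promoter-driven luciferase light; inactives centre near -14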
# AI-2 QS mod: modulates the Vibrio harveyi AI-2 quorum sensing system. Vibrio harveyi JMH597 AI-2 luminescence/OD600 ratio, 9 h; stronger effect = lower value; strain lacks LuxN and CqsS sensors; 0 = neutral-control median. activity change, % at 7.5 µM. 300,000 compounds, 0.4% hits; in the data active = activity change below about -75%, passing the limit was not always enough;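 also: luminescence divided by OD600 gain over 9 h not by final OD600 alone; inactives centre near 13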
# IEC-6 cytotox: counter-screen for KLF5 inhibitors: cytotoxicity in IEC-6 cells | IEC-6 cytotoxicity, luminescence viability | inhibition, % at 5 µM | 290,000 compounds, 0.78% hits | AID 1825; in the data active = inhibition above about 22%;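 also: 0% = plate median of test compound wells and 100% = cytotoxic reference compound wells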
# GSK3A inh: human GSK-3 alpha kinase inhibition. 320,000 compounds, 0.1% hits. inhibition, % at 10 µM. P49840. ADP-Glo luminescence, 60 min;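 in the data active = inhibition above about 50%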;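 also: GST-tagged GSK-3 alpha with peptide substrate and 25 µM ATP; 0% = DMSO neutral wells and 100% = GW8510 positive control wells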
# Target sequence (P49840 whole entry, looked up): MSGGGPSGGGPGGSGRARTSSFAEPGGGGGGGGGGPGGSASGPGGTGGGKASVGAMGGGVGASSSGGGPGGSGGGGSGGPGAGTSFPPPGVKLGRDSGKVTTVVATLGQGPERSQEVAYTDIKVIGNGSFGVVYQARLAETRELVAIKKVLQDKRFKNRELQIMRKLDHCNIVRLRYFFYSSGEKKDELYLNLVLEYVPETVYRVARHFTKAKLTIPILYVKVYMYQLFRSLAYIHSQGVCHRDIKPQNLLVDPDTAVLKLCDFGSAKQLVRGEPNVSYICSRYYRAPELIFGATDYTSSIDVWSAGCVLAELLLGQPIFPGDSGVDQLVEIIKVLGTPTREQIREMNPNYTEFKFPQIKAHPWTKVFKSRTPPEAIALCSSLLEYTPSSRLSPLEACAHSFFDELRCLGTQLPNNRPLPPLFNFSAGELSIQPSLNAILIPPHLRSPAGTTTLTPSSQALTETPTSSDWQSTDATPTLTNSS
# HSF-1 act: increases HSF-1 driven luciferase reporter signal | NIH3T3-HGL HSF-1 luciferase reporter, MG132, 8 h; 100% = twice DMSO control signal | activation, % at 9 µM | 300,000 compounds, 1.7% hits;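 active = mean replicate activation of at least 50% with a set share of replicates each reaching 50%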;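 also: 0% = median of the neutral control wells and 100% = twice that signal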
# HSF1 inhib: HSF1 inhibition | activity change, negative = inhibition, % at 7.5 µM (by protocol) | NIH3T3-HGL HSE-luciferase, MG132-induced, luminescence 8 h; stronger effect = lower value | 300,000 compounds, 0.77% hits;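 active = more than half of replicate wells show activity change below -50%, luminescence cut by over half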;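 also: luciferase reports HSF-1 transcriptional activity via heat shock element; 0% = median of DMSO wells and -100% = zero luminescence signal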
# Numbers without * were called inactive; i = inactive; . = not tested or not shown. This is a subset; rates above refer to the full screens.
SMILES	PolyA inh	aSyn UTR inh	GSK3beta inhib	HSP90 refold inh	KLF5 inhibitor	AI-2 QS mod	IEC-6 cytotox	GSK3A inh	HSF-1 act	HSF1 inhib
Cc1cc(O)cc(=O)n1C	i	-1	1	4	-26	-1	4	1	-10	-4
Fc1ccc(NC(=S)Nc2ccccc2Cl)cc1	i	-35	-4	0	3	7	0	-1	25	-2
O=C(Cn1c(=S)[nH]c2ncccc2c1=O)NCCc1ccccc1	i	5	-1	2	9	21	-2	-4	-2	-6
Cc1ccccc1NC(=O)CC1C(=O)NCCN1C(=O)c1cccc(Cl)c1 (centres undefined)	i	6	-3	-4	-44	20	7	2	-7	-3
CC1CCN(CCOc2ccccc2-c2ccccc2)CC1	i	0	-2	-1	-19	14	-2	1	-6	-1
COc1ccc(CC(=O)NCC2CCCN(Cc3ccc(OC(F)(F)F)cc3)C2)cc1 (centres undefined)	i	-4	-2	1	-16	9	1	-1	10	-2
CC1(C)NC(=O)N(CCCCOc2cccc(C(F)(F)F)c2)C1=O	i	40	1	-2	-40	18	1	-1	-1	6
O=C(CSc1ccccc1)Nc1ccccc1N1CCOCC1	i	27	4	2	15	6	3	-2	-10	11
CC1CN(CC(=O)NCc2ccc(F)cc2)CC(C)O1 (centres undefined)	i	5	1	-2	-16	0	-1	-2	-7	-3
COc1ccc(OC)c(CCNC(=O)c2ccc3c(=O)[nH]c4c(C(=O)NC(C)C)sc(=S)n4c3c2)c1	i	-1	-28	-4	-57	18	-10	-1	4	1
O=C(Cc1ccccc1)Nc1ccc(CN2CCOCC2)cc1	i	-87	2	1	-27	11	9	-1	11	10
COC(=O)c1sc2ccccc2c1-n1cccc1C(=O)C(=O)Nc1ccc(Cl)cc1	i	27	2	-7	-43	16	-4	-2	-3	-9
CCOC(=O)C(=O)Nc1ccc(Oc2ccccc2)cc1	i	-1	-2	-7	-43	27	-9	1	0	-5
N/C(CSc1ccccn1)=N\OCc1c(Cl)cccc1Cl	i	-28	0	-3	-9	4	0	-3	10	7
COc1cc(C(=O)NCCNc2nc3ccc(C)cc3cc2C#N)cc(OC)c1OC	i	0	2	1	-52	5	4	8	-5	-1
C=CCNC(=S)N1CCC(C(=O)c2ccc(Cl)cc2)CC1	i	-3	-2	0	-31	25	2	-3	-3	-4
O=C(/C=C/c1cccs1)Nc1nccs1	i	-97	3	4	-132	18	-3	-3	47	11
CN(C)C(CNC(=O)c1ccc2nc[nH]c2c1)c1ccccc1 (centres undefined)	i	2	1	-4	-17	5	-7	-4	-9	2
Cc1ccc(S(=O)(=O)N(C)Cc2ccc(C(=O)N/N=C3\CC(=O)CC(C)(C)C3)cc2)cc1	i	-2	-2	-3	-4	17	2	-4	10	1
CCOC(=O)C1CCN(C(=O)Cc2c(C(=O)O)n(CC)c3ccccc23)CC1	i	3	4	-4	-12	-7	-9	-6	-9	0
CN(C)c1ccc(/C=N/NC(=O)CN(c2ccccc2Cl)S(C)(=O)=O)cc1Br	i	27	-1	0	3	20	-1	-2	2	-2
COc1cccc(/C=C/C(=O)Nc2ccccc2N2CCOCC2)c1	i	-50	-3	3	-21	21	2	1	10	-4
COc1ccc2[nH]c(C(=O)N(Cc3ccccn3)Cc3ccccn3)cc2c1	i	23	-3	-2	-23	20	-6	-2	8	-5
CCN(CC)S(=O)(=O)c1ccc(Cl)c(NC(=O)c2cc(Cl)ccc2Cl)c1	i	15	0	1	-8	6	-2	0	-11	-3
COC(=O)c1sc(NC(=S)NC(=O)c2ccc(F)cc2)nc1C	i	-47	4	0	9	0	-2	-1	2	5

# Going on with the list.
SMILES	PolyA inh	aSyn UTR inh	GSK3beta inhib	HSP90 refold inh	KLF5 inhibitor	AI-2 QS mod	IEC-6 cytotox	GSK3A inh	HSF-1 act	HSF1 inhib
Cc1c(NC(=O)c2cc3c(s2)-c2ccccc2OC3)cccc1[N+](=O)[O-]	i	-2	1	-1	-3	11	-6	-1	25	15
Cc1ccc(C(c2nnnn2CS(=O)(=O)c2ccc(C)cc2)N2CCN(c3ncccn3)CC2)cc1 (centres undefined)	i	17	2	-3	-10	22	1	-1	-2	1
COc1ccc(C(=O)N2CCN(c3ccc(C)cc3C)CC2)cc1OC	i	31	1	-4	-14	5	1	-3	-4	0
COc1cc(NC(=O)COC(=O)c2cnc(C)cn2)c(C)cc1[N+](=O)[O-]	i	0	2	-5	-17	16	-6	3	17	-3
c1ccc(CC2CCN(C(c3cccs3)c3nnnn3C3CCCC3)CC2)cc1 (centres undefined)	i	13	-12	7	3	28	0	2	41	3
Cc1cccc(C(=O)NC(=S)NNC(=O)COc2c(C)cccc2C)c1	i	-22	3	0	-32	-5	-6	1	3	1
COc1ccc(-c2cc(=O)n(-c3ccc([N+](=O)[O-])cc3)[nH]2)cc1	.	9	2	-7	-32	-8	2	0	22	9
CCC1CCCCN1CC(O)COCc1cccc(OC)c1 (centres undefined)	i	-7	-1	-1	-22	19	-4	-1	13	4
CN(C)/C=C/C(=C\C(=O)C(F)(F)F)Nc1ccc(C(F)(F)F)cc1	i	-30	-1	-2	-23	22	1	-1	-18	-20
CNC(=O)c1[nH]cnc1C(=O)Nc1ccccc1OC	i	-19	1	-1	-38	33	3	-1	3	-2
c1ccc(CN2CCN(CCOCCOc3ccc4c(c3)CCC4)CC2)cc1	i	-3	3	3	8	9	5	-1	9	-1
COc1ccc(NC(C)=O)cc1NC(=O)CSc1nnc(-c2ccncc2)n1C	i	13	-1	0	-5	12	-4	-2	10	-2
COc1ccc(/C=N/NC(=O)CCc2n[nH]c(=O)[nH]c2=O)cc1OC	i	15	0	-2	-18	20	-4	-36	6	-2
O=c1cc(O)c2c(=O)n(C3CCCCC3)c3ccccc3c2o1	i	13	1	-3	-21	25	-5	3	-11	-7
NCCCC[C@H]1CN=C(N)N1CCCCC1CCCCC1	i	32	-14	.	.	-3	.	6	0	-2
Nc1ccc(-c2c3ccccc3nc3ccccc23)cc1	i	16	1	0	-16	1	0	-4	2	-1
COc1ccc(-n2nc(C(=O)NCC(=O)Nc3cc(OC)c(OC)c(OC)c3)c3ccccc3c2=O)cc1	i	15	1	6	-17	14	1	-2	-2	-20
CCOC(=O)c1sc(=S)n(-c2ccccc2)c1N(C(C)=O)C(C)=O	i	7	-3	0	-25	16	-5	1	-7	-3
Cc1ccc(C)c(NC(=O)C2CCCN2/C=C/C(=O)C(F)(F)F)c1 (centres undefined)	i	13	2	5	10	23	-2	-3	-5	-3
O=C(Nc1ccc2c(c1)OCCO2)C(c1ccc(F)cc1)N1CCCCC1 (centres undefined)	i	-19	1	-2	-29	16	-1	0	24	16
Cc1ccc(/C=N/NC(=O)c2ccc(-n3cccc3)cc2)o1	.	.	2	-5	-65	7	-4	.	.	.
S=C(Nc1ccccc1)N1CCC(Cc2ccccc2)CC1	i	-10	2	-4	9	11	7	-4	16	9
O=C(NC1CCCCC1)c1ccc2[nH]c(=O)c(=O)[nH]c2c1	i	-16	0	-6	-7	40	-8	1	-9	2
CCOc1ccccc1CNC(=O)Cn1ccc2cc(S(=O)(=O)N3CCCCCC3)ccc21	i	32	1	2	-22	20	5	1	-7	5
Cc1ccccc1NC(=O)CCc1nnc2ccc(N3CCC4(CC3)OCCO4)nn12	i	-7	2	-5	-46	25	2	-2	-1	-3

# Other structures:
SMILES	PolyA inh	aSyn UTR inh	GSK3beta inhib	HSP90 refold inh	KLF5 inhibitor	AI-2 QS mod	IEC-6 cytotox	GSK3A inh	HSF-1 act	HSF1 inhib
COc1ccccc1NC(=O)C(C)NC(c1ccccc1)c1ccccc1 (centres undefined)	i	9	4	2	-13	3	3	-1	-1	2
C(=C\c1ccccc1)/C=N/N1CCN(c2ccccn2)CC1	i	-153	-2	-2	-88	17	-1	-6	14	10
C/C=C/c1ccc(OCC(=O)Nc2ccc(OC)c(OC)c2)c(OC)c1	i	30	2	-2	-9	-2	-6	4	-74	-69*
COC(CNC(=O)c1ccc2c(c1)ncn2-c1ccc(F)cc1F)OC	i	5	-2	0	8	5	-5	.	9	-7
COC(=O)/C(C#N)=C/c1c(N2CCN(c3ccc(OC)cc3)CC2)nc2c(C)cccn2c1=O	i	2	0	13	-9	5	4	-1	-8	0
CC(=O)c1ccc2c(c1)Cc1cc(C(C)=O)ccc1-2	i	-125	1	0	-59	19	-1	-1	-11	-7
O=C(CSc1nnc(SCc2cccc3ccccc23)s1)Nc1ccc(C(=O)O)cc1	i	21	0	5	-11	26	5	-2	4	11
Cc1ccc(C(=O)C(C)OC(=O)CN2C(=O)NC3(CCCC3)C2=O)cc1 (centres undefined)	i	5	2	.	.	-9	.	-1	2	-2
CCOC(=O)C1=C(C)N(CCCC(=O)O)C(=O)NC1c1ccc(Br)cc1 (centres undefined)	i	-7	3	.	.	26	.	.	7	-2
Cc1ccc(C(C)C)c(OCCOCCN2CCNCC2)c1	i	-9	1	.	.	15	.	0	-1	-5
COc1cccc(Oc2nc(-c3ccccc3O)nc3ccccc23)c1	i	20	3	0	-49	3	-2	-2	-13	-9
Cc1ccccc1N1C(=O)C(Cc2ccc(F)cc2)S/C1=C(\C#N)C(N)=O (centres undefined)	i	16	-4	-1	11	29	3	-2	26	11
COc1ccc(NC(=O)CCS(=O)(=O)c2ccc3c(c2)oc(=O)n3C)cc1OC	.	-29	-2	-8	1	9	-3	-1	3	5
O=C(CSc1ccc(-c2cccnc2)nn1)Nc1ccccc1C(F)(F)F	i	4	2	4	11	-10	6	2	-13	1
O=C1CCC([N+](=O)[O-])C(c2ccccc2Cl)N1 (centres undefined)	i	-5	-3	3	-26	7	-4	-1	-3	-1
COc1cc(C(=O)NCc2cn3ccccc3n2)cc(OC)c1OC	i	16	-2	-3	-86	14	-5	1	1	5
CC(=O)N(CCCCl)C(C#N)c1ccccc1 (centres undefined)	i	-1	0	-3	-29	31	4	-1	5	1
COC(=O)c1ccc(COC(=O)c2ccc(SC)cc2OC)cc1	i	-115	-3	-3	-17	14	1	0	10	2
Cc1ccc(N=Cc2c(O)c3ccccc3oc2=O)cc1F	.	-15	-1	2	-11	2	-2	3	-11	-13
N#Cc1cc2cc3c(cc2nc1SCC(=O)N1CCCC1)OCCO3	i	-85	-3	2	-94	9	8	-1	-14	-10
Cc1cc(N=Cc2cc(Br)ccc2O)no1	i	-14	2	-3	10	25	4	-1	-2	-3
CCOc1ccc(CSc2nc(C)cc(COC)c2C#N)cc1OCC	i	23	-9	1	-12	17	11	-3	1	-5
COc1ccccc1-c1n[nH]c(=S)n1Cc1ccco1	i	-2	-2	2	-20	25	-2	0	8	9
OCC1(Cc2cccc(F)c2)CCN(Cc2cccc3nccnc23)CC1	i	7	3	2	-7	13	0	4	29	6
